Compound activity: PubChem, several laboratories
Efa HMGR inh: inhibitors of E. faecalis class II HMGR, primary screen, biochemical, Enterococcus faecalis; HMG-CoA reductase (Enterococcus faecalis, mvaE); purified E. faecalis HMGR, NADPH absorbance 340 nm kinetic; inhibition, % at 10 µM; actives 0.41% (n = 190,000); AID 1066, 2008;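 active = inhibition above a set limit, the median over all tested compounds plus 3 SD, cut at about 9.5% in these data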;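 also: enzyme runs in reverse so mevalonate oxidation gives rising NADPH absorbance; 0% = complete reaction with DMSO and 100% = background rate lacking mevalonate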
TNAP inh no acc: human TNAP enzyme inhibitors, primary screen, biochemical, luminescent, no phosphate acceptor, uHTS | actives 0.26% (n = 200,000) | purified TNAP, CDP-star luminescence, 30 min | inhibition, % at 20 µM;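 active = tissue-nonspecific alkaline phosphatase inhibition above about 50% at 20 µM in the single-dose screen, limit read from the data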;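 also: 0% = DMSO negative control and 100% = EDTA positive control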
Target sequence (P05186 whole entry, looked up): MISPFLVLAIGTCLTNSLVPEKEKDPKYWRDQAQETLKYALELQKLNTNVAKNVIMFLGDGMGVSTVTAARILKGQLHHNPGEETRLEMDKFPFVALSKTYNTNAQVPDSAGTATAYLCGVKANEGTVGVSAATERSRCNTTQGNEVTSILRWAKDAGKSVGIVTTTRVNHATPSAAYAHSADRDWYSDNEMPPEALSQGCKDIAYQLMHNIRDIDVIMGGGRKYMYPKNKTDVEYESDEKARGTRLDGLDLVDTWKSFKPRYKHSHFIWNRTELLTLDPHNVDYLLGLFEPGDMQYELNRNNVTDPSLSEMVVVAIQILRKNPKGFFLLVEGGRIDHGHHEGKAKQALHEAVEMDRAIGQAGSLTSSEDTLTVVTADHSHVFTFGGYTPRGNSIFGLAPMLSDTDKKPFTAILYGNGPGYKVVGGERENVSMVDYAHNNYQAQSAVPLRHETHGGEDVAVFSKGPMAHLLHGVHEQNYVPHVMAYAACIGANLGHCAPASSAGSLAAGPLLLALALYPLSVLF
S1P3 antag: S1P3 receptor antagonists, primary screen, cell-based. Sphingosine 1-phosphate receptor 3 (Homo sapiens), Q99500. CHO S1P3 NFAT-BLA reporter, FRET fluorescence, antagonist mode. inhibition, % at 4.98 µM. actives 0.27% (n = 170,000). AID 485, 2006;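 active = inhibition above the plate cutoff, the mean inhibition of test wells on that plate plus 3 SD, cut at about 28% in these data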;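 also: cells challenged with S1P at its EC80 of 0.8 µM; blue over green emission ratio from cleaved BLA substrate after 4 h stimulation; 0% = S1P-stimulated wells and 100% = unstimulated DMSO-only wells; some compounds past the cut are filed as inactive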
PMI act satM6P: human PMI activators, high substrate, primary screen, biochemical, fluorescence intensity, near-saturating mannose 6-phosphate; coupled PMI enzyme assay, resazurin fluorescence, 20 min; hits give high values; 1 = untreated enzyme, 0 = substrate-free blank; activation factor at 20 µM; actives 0.34% (n = 190,000); AID 1216, 2008;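 active = activation factor of 2 or more at 20 µM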
Target sequence (P34949 whole entry, looked up): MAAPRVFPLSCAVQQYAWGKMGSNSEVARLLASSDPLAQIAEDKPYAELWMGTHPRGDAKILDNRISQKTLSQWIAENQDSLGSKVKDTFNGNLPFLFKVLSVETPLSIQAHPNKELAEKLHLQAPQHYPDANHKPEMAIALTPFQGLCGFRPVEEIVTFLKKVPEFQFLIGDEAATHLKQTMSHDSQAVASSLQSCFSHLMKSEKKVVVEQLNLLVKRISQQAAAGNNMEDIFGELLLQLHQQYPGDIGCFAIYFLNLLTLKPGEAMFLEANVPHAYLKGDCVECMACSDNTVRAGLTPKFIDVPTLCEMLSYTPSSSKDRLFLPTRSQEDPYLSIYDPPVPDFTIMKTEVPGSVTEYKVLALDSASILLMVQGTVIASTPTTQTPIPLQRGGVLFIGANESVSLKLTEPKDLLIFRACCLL
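Test system: Human PMI in coupled enzyme assay | Input: 15 ng/mL PMI | Medium: HEPES-buffered pH 7.4 with magnesium and detergent | Compound: One concentration, 20 µM, in 1% DMSO | Incubation: Enzyme reaction with compound 20 min at room temperature | Detection: Diaphorase-driven resazurin-to-resorufin fluorescence, excitation 544, emission 590 nm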
TNAP inh hiacc: human TNAP enzyme inhibitors, primary screen, biochemical, luminescent, high phosphate acceptor level, uHTS; Alkaline phosphatase, tissue-nonspecific isozyme (Homo sapiens), P05186; purified TNAP, CDP-star luminescence, 1 M DEA; inhibition, % at 20 µM; actives 0.03% (n = 200,000);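 active = over 50% inhibition of tissue-nonspecific alkaline phosphatase at 20 µM in the single-dose screen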;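 also: plate controls were DMSO wells for no effect and EDTA-quenched wells as full inhibition for full effect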
Hsp70 act: Hsp70 transcriptional activators, primary screen, cell-based, HeLa, Hsp70 promoter luciferase, luminescence, 10 µM. HeLa Hsp70 promoter luciferase reporter; scaled: vehicle 0, proteasome-inhibitor control 100%. activation, % at 10 µM. actives 0.04% (n = 200,000). AID 1203, 2008;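 active = activation above the mean across all tested compounds plus 3 SD, cutoff set per campaign, cut at about 5.5% in these data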;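 also: 100% = MG132 at 30 µM as the positive control and 0% = DMSO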
RAM network inh: inhibitors of the yeast RAM network, primary screen, dse1pr::URA3 reporter, 5-FOA selection; S. cerevisiae dse1pr::URA3 reporter, 5-FOA growth OD615, 2 d; analog-sensitive cbk1-as2 kinase mutant strain; inhibition, % at 50 µM; actives 1.8% (n = 190,000); AID 868, 2007;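 active = inhibition above a set limit, 3 SD over mean compound inhibition, cut at about 8.4% in these data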;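 also: 0% = DMSO-only wells with no growth and 100% = 10 µM 1-NA-PP1 full growth; inhibition rescues growth on 5-FOA so higher OD means more RAM inhibition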
Redox H2O2 prof: compounds producing H2O2 with reducing agent – biochemical, NIH compound library profiling, artefact control for MLSCN library redox annotation, primary screen; DTT-dependent redox cycling H2O2, phenol red/HRP absorbance; 100% = 100 µM peroxide control, 0% = buffer; activation, % at 10 µM; actives 0.03% (n = 200,000);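 active = activation of at least 50% relative to the plate's high and low controls in the primary single-dose screen; inactive = activation below 50%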;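 also: compound incubated with DTT at 0.8 mM final as the reducing agent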
L major viab: Leishmania major promastigote growth inhibition, primary screen; Leishmania major promastigotes, resazurin fluorescence viability; inhibition, % at 10 µM; actives 9% (n = 200,000); AID 1063, 2008; in the data active = inhibition above about 50%;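 also: promastigotes grown with compound for 44 hours at 28 °C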
PMI act: activators of human PMI, primary screen, biochemical, fluorescence intensity, near-Km mannose 6-phosphate; actives 0.005% (n = 190,000); purified human PMI, coupled resazurin fluorescence, 20 min; hits give high values; 1 = vehicle control, 0 substrate-free wells; activation factor at 20 µM; Mannose-6-phosphate isomerase (Homo sapiens), P34949; AID 1214, 2008;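 active = activation factor of 2 or more at 20 µM, relative to plate controls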
An asterisk follows results filed as active; x = no result given.

SMILES	Efa HMGR inh	TNAP inh no acc	S1P3 antag	PMI act satM6P	TNAP inh hiacc	Hsp70 act	RAM network inh	Redox H2O2 prof	L major viab	PMI act
Cc1ccc(NC(=O)CN(C)C(=O)Cn2cc(C(F)(F)F)cc(Cl)c2=O)cc1	0	-7	4	1	-2	-0.1	0.9	0.0	-1	0.9
Cc1cc(NC(=O)CSc2nnc(-c3ccncc3)n2-c2ccc(F)cc2)no1	-3	-7	-14	1.1	0	-0.1	-0.1	-0.4	10	1.2
Cc1ccc(NC(=O)C(C)OC(=O)CCNS(=O)(=O)c2ccc(C)cc2)cc1 (stereo unspecified)	-1	-8	4	1.1	-4	-0.5	-0.7	-0.6	35	1.1
Cc1cc(C(F)(F)F)nc(-n2cc(-c3cccc(N)c3)nn2)n1	4	0	9	0.8	-2	-0.1	1.4	0.6	-5	0.9
CC/C(=N/O)C(=O)c1ccc(Br)cc1	1	-7	0	1	1	0.1	0.4	0.2	-4	1
c1ccc(-c2nc(NCC3CCCO3)c3ccccc3n2)nc1 (stereo unspecified)	-14	-8	x	0.8	-5	0.1	2.3	-0.2	100*	0.8
CCn1c(=O)c2ccccc2n2c(SCC(=O)N3CCc4ccccc4C3)nnc12	0	7	x	1.1	-6	-0.3	1.1	-0.1	4	1.1
CC(C)(C)n1nnnc1C(c1cccnc1)N1CCN(c2ccccn2)CC1 (stereo unspecified)	0	-6	-8	1	-3	-0.3	-0.6	0.0	81*	1
O=C(O)c1ccc(-c2nc3ccccc3[nH]2)cc1	2	-9	9	1.3	-3	-0.3	-0.9	0.5	-5	1.1
CC(=O)c1ccc(NC(=O)CCCN2C(=O)/C(=C/C(C)=C/c3ccccc3)SC2=S)cc1	1	13	-3	0.9	8	-0.3	10*	1.7	15	0.8
COc1ccc(NC(=O)CN(C)S(=O)(=O)c2ccc(C)cc2)c([N+](=O)[O-])c1	2	-10	-17	1	5	-0.2	2.9	0.1	6	1
O=S(=O)(NCCCN1CCN(c2ccccc2F)CC1)c1cccc2cccnc12	0	-8	-7	0.9	-1	-0.1	-0.1	-0.4	11	1
C/C=C/c1ccccc1OCc1ccc(C(=O)O)o1	1	-17	x	1	-7	-0.1	-0.2	0.7	-12	1
COCCSc1nnc(NS(=O)(=O)c2ccccc2)s1	-5	-9	-11	1.3	-5	-0.1	2.8	-1.1	-5	1.1
CC(C)CN(CC(C)C)C1=N/C(=C\c2ccco2)C(=O)N1c1ccccc1	-1	-2	x	1.2	2	0.1	2.2	-7.9	6	1.1
COc1ccc(S(=O)(=O)N(C)C)cc1NC(=O)CSc1ncccn1	0	-8	1	1.1	-5	-0.3	2.0	-1.0	7	1
O=C(O)Cc1sc(Nc2ccc(Cl)cc2)nc1-c1cccs1	1	-6	-11	1.3	-3	-0.1	1.7	0.0	-5	1.4
COC(=O)CN(c1nc(C)c(Cl)c(OC)n1)S(=O)(=O)c1ccc(C)cc1	-4	-2	x	0.9	-8	0.4	4.0	0.9	43	1
COc1ccc(C2CC(C)(c3ccc(OC)cc3OC)Nc3ccccc3N2)c(OC)c1 (stereo unspecified)	2	-7	3	0.7	-5	-0.2	-1.5	-0.1	62*	0.7
c1ccc(OCc2nc3c4c(ncn3n2)-c2ccccc2CC42CCCC2)cc1	-5	-8	-8	1	3	0.2	8.4*	1.4	4	0.9
Cc1ccc2cc3c(N)c(C(=O)N4CC(=O)Nc5ccccc54)sc3nc2c1	-9	0	x	2.1*	-2	0.0	8.1	-2.8	0	1.3
CC1=C(C)CC(C(=O)NNC(=O)c2cccc(Cl)c2)C(C(=O)O)C1 (stereo unspecified)	-1	-9	-18	1	-6	-0.2	-0.5	-0.1	-7	1.1
O=C(COC(=O)c1cccc(F)c1)NC1CC1	-1	-12	-5	1	-5	-0.1	0.0	-0.7	-5	1
CCOc1ccc(N=C(C)c2ccccc2O)cc1	2	-6	-7	0.4	-3	-0.4	0.7	0.6	16	0.8
CCNC(=O)CC(=O)Nc1ccccc1C(=O)O	0	-9	-35	1	-6	-0.1	0.2	-0.2	-5	1.1
CCn1nc(C(C)C(=O)O)c2ccccc2c1=O (stereo unspecified)	-2	-9	-3	0.9	-6	-0.1	0.7	-0.3	-4	0.9
c1ccc(-c2noc(-c3cccnc3)n2)cc1	-4	-12	x	0.9	-4	0.4	0.0	-0.1	-2	0.9
O=C(COc1ccccc1)NCCc1nc2ccccc2[nH]1	4	-8	-50	1	-5	-0.2	-1.6	0.9	-1	0.9
Cc1ccc(S(=O)(=O)NCC2CCC(C(=O)NCCCN3CCOCC3)CC2)cc1 (stereo unspecified)	-1	-6	-4	1	-5	-0.3	-0.6	2.7	-4	0.9
CCc1ccc(Oc2ncnc(N)c2[N+](=O)[O-])cc1	0	-9	0	0.9	-4	-0.1	2.7	-0.5	-2	1
CN1C(=O)CC(C(=O)Nc2ccccc2F)SC1=Nc1ccc2c(c1)OCO2 (stereo unspecified)	-7	-16	-10	0.9	-3	0.0	6.2	0.3	4	1
COc1ccc(NC(=O)C2CCC(CNS(=O)(=O)c3cccs3)CC2)cc1OC (stereo unspecified)	1	-10	9	1	0	-0.3	4.6	0.0	-5	1
Cc1cc(NC(=O)c2ccco2)ccc1-n1cnnn1	-3	-3	x	0.9	-1	0.8	1.7	1.4	-7	0.9
C=CCNC(=S)Nc1sc2c(c1C(=O)OCC)CCN(C(=O)OCC)C2	4	-6	x	1	-1	-0.2	2.2	0.6	-8	0.9
CCC(C)NC(=O)CO/N=C/c1ccc(C(=O)OC)cc1 (stereo unspecified)	-1	-5	x	0.8	2	-0.4	0.3	0.0	-2	1
O=C(NN=C1CCCC1)c1cccs1	-2	-14	-6	1.1	-5	0.2	0.7	0.2	-5	0.9
O=C(CCNc1cccc(C(F)(F)F)c1)c1ccco1	-3	-4	x	0.9	2	-0.1	2.6	0.2	85*	0.8
O=C(Nc1ccc(N2CCCC2)c(Cl)c1)c1ccc2c(c1)OCCO2	9.6*	x	x	x	x	-0.1	-0.1	1.0	3	x
CCC(CC)c1nnc(NC(=O)CN2C(=O)C3C4C=CC(C4)C3C2=O)s1 (stereo unspecified)	1	-21	x	1	-8	-0.1	1.4	0.3	0	1
O=S(=O)(NC1CC1)c1ccc2c3c(cccc13)CC2	-2	-4	-13	1	0	-0.2	2.8	-1.3	4	1
COc1ccc(/C=N/NC(=O)c2cccc([N+](=O)[O-])c2)cc1OC(=O)c1ccc(C)cc1	3	-7	x	1	-3	-0.1	0.3	-3.2	5	0.9
O=C(Nc1ccc(CN2CCOCC2)cc1)c1cc2ccccc2o1	0	0	-20	1	3	0.0	1.8	-3.6	9	0.9
Cc1nc2cccc(C)n2c(=O)c1Cl	-4	-2	x	1	3	-0.2	0.0	0.2	0	1
O=C(N/N=C/c1ccco1)c1ccccc1OCc1ccc(Br)cc1	-5	-6	-1	0.8	-7	-0.2	0.9	-0.1	1	0.9
COC(=O)c1[nH]c2cccc(OC)c2c1NC(=O)CN(C)CC1OCCO1	-4	-1	x	0.9	0	-0.3	1.8	2.1	-3	0.9
CCNS(=O)(=O)c1ccc(OCCNS(C)(=O)=O)cc1	-7	-11	14	1	-5	0.4	-0.4	0.7	-9	1
O=C(NCCc1ccccc1)C1CCC(Cn2c(=O)c3ccccc3n(Cc3cccc(F)c3)c2=O)CC1 (stereo unspecified)	1	-16	-9	0.9	-2	-0.4	4.2	1.5	3	0.8
CCOP(=O)(c1c(F)c(F)c(F)c(F)c1F)C1(O)CCCCC1 (stereo unspecified)	0	-2	-7	1.1	-4	0.1	0.1	0.5	-3	1

2 entries drawn at random from those above:
SMILES	Efa HMGR inh	TNAP inh no acc	S1P3 antag	PMI act satM6P	TNAP inh hiacc	Hsp70 act	RAM network inh	Redox H2O2 prof	L major viab	PMI act
COc1ccc(/C=N/NC(=O)c2cccc([N+](=O)[O-])c2)cc1OC(=O)c1ccc(C)cc1	3	-7	x	1	-3	-0.1	0.3	-3.2	5	0.9
CCOP(=O)(c1c(F)c(F)c(F)c(F)c1F)C1(O)CCCCC1 (stereo unspecified)	0	-2	-7	1.1	-4	0.1	0.1	0.5	-3	1

Additional compounds
SMILES	Efa HMGR inh	TNAP inh no acc	S1P3 antag	PMI act satM6P	TNAP inh hiacc	Hsp70 act	RAM network inh	Redox H2O2 prof	L major viab	PMI act
Cc1ccc(/C=C2\SC(=S)N(CC(=O)Nc3cccnc3)C2=O)cc1	-7	-6	-2	1	-4	0.1	2.2	0.2	-6	1
COc1ccc(OC)c(/C=N/NC(=O)CSc2cc(C)nc3c(OC)cccc23)c1	-3	-7	18	1.1	-2	-0.1	0.9	-0.1	7	1
O=C(OCc1nnc(-c2ccccc2)o1)c1cc(Cl)ccc1[N+](=O)[O-]	-3	-9	12	1	-4	-0.3	1.0	-2.7	-3	1
C[C@H](NC(=O)OC(C)(C)C)C(=O)NCC1CCC(C(=O)O)CC1 (stereo partly specified)	-2	-13	-10	0.9	-2	-0.5	2.6	-0.4	-7	1
Cc1ccc(NC(=O)N/C=C/c2ccco2)c(C)c1	0	-54	x	1.3	-6	-0.3	2.2	1.9	-7	1.1
Cc1[nH]c(=O)[nH]c(=O)c1S(=O)(=O)NCCOC12CC3CC(CC(C3)C1)C2	-2	3	-18	1	2	-0.4	1.2	-1.7	-6	0.9
CCOc1cc(/C=C2\N=C(C)OC2=O)cc(Br)c1OCCc1ccccc1	-4	-6	x	1	-5	-0.2	1.8	0.2	4	1
CC(=O)Nc1nc2c(c3c1c(=O)oc1ccccc13)CC(C)CC2 (stereo unspecified)	-8	-6	5	0.7	-1	-0.4	-0.9	0.2	-3	1
CCCOc1c(Br)cc(C(=O)NCC)cc1OC	2	-10	-23	1	-2	6.0*	0.0	0.9	5	1
Cc1nc2ccccc2n1CCc1nc2c3ccccc3nc(SCC(=O)NCc3ccco3)n2n1	0	-12	-78	1.1	1	2.2	-0.3	0.2	4	1.1
CC1(C)CC(=O)C(C2=NC3(CCCCC3)Cc3ccccc32)=C(O)C1	-5	-5	11	1	-4	0.1	1.6	-0.2	-1	1
CCOC(=O)c1cc(-c2ccccc2)sc1NC(=S)Nc1cccc(C)n1	3	4	x	0.9	4	-0.1	3.0	-4.2	-3	0.8
CCOC(=O)c1ccc2[nH]c(C)c(CN3CCN(C)CC3)c(=O)c2c1	x	x	2	x	x	-0.6	x	-0.1	0	x
COc1ccc(CCNC(=O)COC(=O)c2ccc(N3CCCC3=O)cc2)cc1OC	5	-15	-17	1	-5	-0.3	1.1	0.3	0	1
